# Screening data: PubChem, several laboratories
# FLuc inhib CS – counter-screen for luciferase assay inhibitors: firefly luciferase inhibition | hit rate 1.5% among 200,000 | inhibition, % at 10 µM | AID 1006 | ATPLite firefly luciferase biochemical luminescence, 10 min | P08659;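 active = inhibition above about 50% when tested at 10 µM, limit read from the data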
# TLR4 MyD88 comp – inhibitors of human TLR4-MyD88 binding; O00206+Q99836; HeLa CL3-4 TLR4/MyD88 BLA complementation, FRET ratio; inhibition, % at 8.4 µM; hit rate 0.18% among 200,000; in the data active = inhibition above about 25%;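 also: 0% = vehicle and 100% = reference inhibitor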
# Target sequence (O00206 whole entry, looked up): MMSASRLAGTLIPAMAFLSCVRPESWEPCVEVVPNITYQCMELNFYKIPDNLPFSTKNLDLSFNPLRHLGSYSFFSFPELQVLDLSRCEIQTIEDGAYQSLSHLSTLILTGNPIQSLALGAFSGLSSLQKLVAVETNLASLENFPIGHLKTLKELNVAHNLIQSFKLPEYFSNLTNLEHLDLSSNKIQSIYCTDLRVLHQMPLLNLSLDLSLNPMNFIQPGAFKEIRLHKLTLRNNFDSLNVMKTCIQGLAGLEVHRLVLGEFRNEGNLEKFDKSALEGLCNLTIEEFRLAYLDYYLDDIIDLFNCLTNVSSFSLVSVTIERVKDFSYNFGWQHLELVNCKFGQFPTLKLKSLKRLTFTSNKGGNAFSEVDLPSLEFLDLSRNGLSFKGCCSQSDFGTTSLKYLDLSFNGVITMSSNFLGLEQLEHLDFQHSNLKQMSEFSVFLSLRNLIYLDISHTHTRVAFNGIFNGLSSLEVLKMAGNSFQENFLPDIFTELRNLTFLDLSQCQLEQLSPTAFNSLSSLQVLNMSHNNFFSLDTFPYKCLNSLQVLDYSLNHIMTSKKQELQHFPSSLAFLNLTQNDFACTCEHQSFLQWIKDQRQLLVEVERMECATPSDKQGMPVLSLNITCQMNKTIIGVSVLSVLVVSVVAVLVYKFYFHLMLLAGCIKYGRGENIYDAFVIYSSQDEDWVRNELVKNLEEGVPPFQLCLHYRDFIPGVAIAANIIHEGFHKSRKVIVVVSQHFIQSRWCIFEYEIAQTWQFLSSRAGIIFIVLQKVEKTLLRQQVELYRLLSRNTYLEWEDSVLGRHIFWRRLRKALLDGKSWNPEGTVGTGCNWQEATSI
# Target sequence (Q99836 whole entry, looked up): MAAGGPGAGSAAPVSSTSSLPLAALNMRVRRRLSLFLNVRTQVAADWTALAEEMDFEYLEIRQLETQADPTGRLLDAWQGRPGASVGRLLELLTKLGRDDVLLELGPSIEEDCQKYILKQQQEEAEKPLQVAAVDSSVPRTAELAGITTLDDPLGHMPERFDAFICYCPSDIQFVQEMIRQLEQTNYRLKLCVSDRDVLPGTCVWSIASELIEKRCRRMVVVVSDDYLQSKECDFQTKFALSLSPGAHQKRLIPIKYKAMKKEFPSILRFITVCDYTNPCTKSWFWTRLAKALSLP
# Diaph inh CS – inhibits diaphorase or chemically oxidizes, flagging diaphorase assay artifacts | hit rate 0.69% among 190,000 | inhibition, % at 20 µM | diaphorase resazurin-to-resorufin fluorescence, NADH, 16 min; bacterial (C. kluyveri) enzyme, not human | AID 1217;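 active = primary screen inhibition at 20 µM above a set limit, cut at about 50% in these data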;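 also: plate controls were DMSO with full reaction for no effect and wells lacking NADH for full effect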
#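 Benchmarks: positive control wells lacking NADH, neutral wells with DMSO only. System: bacterial diaphorase enzyme (C. kluyveri). Input: 0.14 U/mL diaphorase, enzyme working solution. Detection: resorufin fluorescence, excitation 544 nm, emission 590 nm. Times: 16-min room-temperature incubation before reading.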
# NF-kB neuron act – compounds increasing NF-kB expression in human neuronal cells; NF-kB reporter expression; stronger effect = higher value; fold change at 12.5 µM; hit rate 1.6% among 190,000; AID 1239; in the data active = fold change above about 3.3
# FLuc stim CS – affects firefly luciferase, flagging false hits in luciferase stimulation screens. 200,000 tested, under 10 active. ATPlite luciferase biochemical, luminescence, 10 min; 0 = ATP-free wells, 1 = DMSO control. P08659. activation factor at 10 µM;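 active = luciferase activation factor, scaled between plate controls, of at least 2 with compound at 10 µM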
#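 test system = cell-free luciferase reagent | medium = PBS as buffer for the ATP substrate | dosing = test compounds dosed from 2 mM stocks in 100% DMSO | incubation = 10 min at ambient temperature | detection = luminescence measurement of luciferase light output | benchmarks = low control with PBS replacing ATP, high control enzyme plus ATP without compound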
# Diaphorase act – activates diaphorase or chemically reduces, flagging diaphorase assay artifacts. hit rate 0.005% among 190,000. activation factor at 20 µM. Diaphorase/resazurin coupled assay, resorufin fluorescence, 16 min; stronger effect = higher value; 1 = vehicle wells, 0 = NADH-free wells;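 active = diaphorase activity raised at least twofold by the compound at 20 µM; inactive = activation factor below 2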
#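 Material: Purified diaphorase enzyme from Clostridium kluyveri | Buffer or medium: 50 mM HEPES pH 7.4 with 4.542 mM MgCl2, 0.005% Tween 20 | Times: 16 min enzyme reaction, ambient temperature | Signal: Red resorufin fluorescence at 544/590 nm excitation/emission | Measure: Increased resorufin signal from activators or reducing compounds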
# APP transl inh – APP translation inhibition; SH-SY5Y APP 5'UTR-luciferase reporter, luminescence; inhibition, % at 2 µM; hit rate 0.82% among 190,000;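 active = inhibition above a set limit, derived from the sample mean plus 3 SD, cut at about 45% in these data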; also: values of inactives mirror those of a sister screen read the other way
# STAT1 act – increases IFN-gamma driven STAT1 reporter signal | NIH 3T3 STAT1-luciferase reporter, luminescence; 100% = IFN-gamma alone, no compound | activation (% of control), % at 5.5 µM | hit rate 2.6% among 200,000 | AID 932;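 active = activation above the screen-wide mean activation plus 3 SD, cut at about 130% in these data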;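 also: raw ratio to IFN-gamma control signal so 100% means no change and 0% no light; values of inactives mirror those of a sister screen read the other way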
# APP 5'UTR act – activates APP 5'UTR luciferase reporter; SH-SY5Y APP 5'UTR luciferase reporter, luminescence; zero percent = DMSO vehicle wells; AID 1276; hit rate 1% among 190,000; activation, % at 2 µM;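 active = activation above a set limit, based on mean plus 3 SD of controls, cut at about 140% in these data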; also: values of inactives mirror those of a sister screen read the other way
# G6PDH CS – inhibits Leuconostoc G6PDH, flagging false hits in G6PDH-based assays; AID 1020; inhibition, % at 5 µM; Purified L. mesenteroides G6PDH, diaphorase/resazurin coupled fluorescence, 45 min; hit rate 0.12% among 200,000; in the data active = inhibition above about 50%
# The depositor's hits bear a star; . = no result given.
SMILES,FLuc inhib CS,TLR4 MyD88 comp,Diaph inh CS,NF-kB neuron act,FLuc stim CS,Diaphorase act,APP transl inh,STAT1 act,APP 5'UTR act,G6PDH CS
COc1ccc(CC(=O)NN2C(=O)c3ccccc3C2=O)cc1,-4,2,13,1.1,1,0.9,-1,103,1,8
O=C(NC1CCCC1)C1CCCN1S(=O)(=O)c1cccc2cccnc12 (centres undefined),-8,-7,1,0.88,1.1,1,-2,103,2,13
O=C(CSc1ccc2nnc(-c3cccnc3)n2n1)NCc1ccco1,-2,4,10,0.89,1,0.9,8,104,-8,4
COc1ccc(CC(=O)NNc2ncnc3c2cnn3C)cc1OC,-4,-2,11,1.1,1,0.9,4,92,-4,-2
CC(C)CCNC(=O)[C@H](CSCc1ccccc1)N1Cc2ccccc2C1=O,-8,6,10,0.83,1.1,0.9,-8,95,8,23
COc1ccc(C)cc1NC(=O)c1ccc(-c2ccc(C(C)=O)cc2)o1,-3,-3,19,0.95,1,0.8,-8,99,8,-1
COc1ccc(OC)c(NC(=O)Cn2c(C)nc3ccccc3c2=O)c1,-11,-12,12,1.3,1.1,0.9,-12,93,12,12
CCn1cc(CNC(=O)c2c(-c3c(Cl)cccc3Cl)noc2C)c(C)n1,-6,-1,19,1.1,1.1,0.8,-10,102,10,1
C#CCOC(=O)c1ccccc1C(=O)O,-3,-4,1,1.2,1,1,-12,101,12,-1
CC(Oc1ccc(-c2ccccc2)cc1)C(=O)N1CCOCC1 (centres undefined),2,0,4,1.2,1,1,-11,110,11,-2
O=C(COC(=O)CNC(=O)c1ccccc1)Nc1ccc2c(c1)OCO2,2,-11,-12,1.1,1,1.1,-6,93,6,6
CN(C(=O)COC(=O)c1cc([N+](=O)[O-])ccc1N1CCCC1)C1CCS(=O)(=O)C1 (centres undefined),-1,-7,9,0.95,1,0.9,11,101,-11,4
CC(C)(C)NC(=O)CSc1nc(-c2ccccc2)c(-c2ccccc2)[nH]1,-4,-10,30,1.1,1,0.7,9,94,-9,-4
O=C(N/N=C/c1cccs1)c1cc(-c2ccc3ccccc3c2)n[nH]1,5,11,-6,1.3,1,1.1,-10,117,9,-62
O=C(C1CC1)N1CCc2cc(S(=O)(=O)N3CCOCC3)ccc21,-7,-1,1,1.1,1.1,1,-1,102,1,8
O=C1c2ccccc2C(=O)N1CCCCSc1nc2ccccc2o1,0,4,10,1,1,0.9,-6,93,6,2
CCCSc1nc(O)c(C(c2ccc(OC)c(O)c2)c2c(O)nc(SCCC)n(C)c2=O)c(=O)n1C,-6,-1,21,1.2,1.1,0.8,-16,113,16,-1
CC1(C)CC(=O)c2cc(NC(=O)c3ccc(F)cc3)c(=O)oc2C1,-6,0,1,1.2,1.1,1,-4,99,4,-1
CC1CN(c2oc(COc3ccc(Cl)cc3Cl)nc2C#N)CC(C)O1 (centres undefined),-3,-13,19,1,1,0.8,0,105,0,9
OC1CCCN(Cc2c3ccccc3cc3ccccc23)C1 (centres undefined),-3,22,22,0.67,1,0.8,-7,110,7,1
COc1ccc(OC)c(S(=O)(=O)Nc2cc(OC)c(Cl)cc2OC)c1,-6,-11,13,1,1.1,0.9,7,102,-7,9
COC(=O)CC1C(=O)NCCN1C(=O)CSc1nnnn1-c1ccc(Cl)cc1 (centres undefined),2,14,-2,0.95,1,1,-10,104,10,6
N=C(SC1CC(=O)N(c2ccc(F)cc2)C1=O)N1N=C(c2ccccc2)CC1c1ccccc1 (centres undefined),0,1,-20,1.1,1,1.2,11,95,-11,-1
CCOc1ccc(-n2c(SCc3nc(-c4ccc(C)cc4)no3)nnc2-c2ccncc2)cc1,-3,4,14,0.46,1,0.9,-14,102,15,-2
Cc1cc(NC(=O)C2CCCN(S(=O)(=O)c3c(C)noc3C)C2)n[nH]1 (centres undefined),-6,-2,10,1.1,1.1,0.9,7,102,-7,4

# Other compounds follow.
SMILES,FLuc inhib CS,TLR4 MyD88 comp,Diaph inh CS,NF-kB neuron act,FLuc stim CS,Diaphorase act,APP transl inh,STAT1 act,APP 5'UTR act,G6PDH CS
Cc1ccc(NC(=O)N(Cc2cccs2)Cc2cc3cc4c(cc3[nH]c2=O)OCO4)cc1,-6,-7,20,1.2,1.1,0.8,-19,98,19,-23
Cc1cc2c3c(c1)C1(C(=O)N3C(C)(C)CC2C)C(C#N)=C(N)Oc2n[nH]c(C)c21 (centres undefined),-6,8,6,1.4,1.1,0.9,-4,100,4,-8
O=C1C(=O)N(CCCn2ccnc2)C(c2cccnc2)/C1=C(/O)c1ccc(F)cc1 (centres undefined),2,.,11,.,1,0.9,.,.,.,-1
COc1ccc(C2N(c3ccccn3)C(=O)C3CCCN32)c(OC)c1 (centres undefined),-4,-6,8,1.1,1,0.9,15,100,-15,11
CCOC(=O)c1[nH]c2cc(OC)c(OC)cc2c1N,-4,-2,18,0.54,1,0.8,4,106,-4,-3
CC(=O)Nc1cc2c(cc1C(=O)C(C)C)OCCO2,-7,-18,12,1.5,1.1,0.9,12,90,-12,7
COc1cccc(-n2c(Cc3cc(=O)[nH]c(=O)[nH]3)nnc2SCC(=O)NC2CCCC2)c1,-8,5,10,1.1,1.1,0.9,1,114,-1,3
COCc1cc(=O)[nH]c(/N=C(\N)Nc2ccc(C)cc2)n1,-5,-5,5,1.4,1.1,1,2,101,-2,0
OCCNCC1(O)C2CC3CC(C2)CC1C3 (centres undefined),-4,-6,2,1.1,1,1,2,102,-2,5
O=C(O)CNS(=O)(=O)c1ccc2c(c1)CCCC2,-2,-1,11,1,1,0.9,7,99,-7,8
O=C(OCC(=O)N1CCCCC1)c1ccccc1SCC(=O)N1CCCCC1,14,-4,6,1.6,0.9,0.9,-29,98,29,1
Cc1c(C#N)c(N=CN(C)C)c(C(=O)c2ccc(Br)cc2)n1-c1ccccc1,-8,0,5,0.92,1.1,1,-8,106,8,12
Cn1c(C(=O)OCC(=O)NCCc2ccccc2)cc2sccc21,-7,7,12,1.1,1.1,0.9,-12,94,12,0
C=CCNCC(=O)Nc1sc2c(c1C(=O)Nc1ccc(OC)cc1OC)CCC2,-4,0,-28,1.1,1,1.3,-8,87,8,14
N#CCc1c(C#N)c(N)nc(N2CCN(Cc3ccc4c(c3)OCO4)CC2)c1C#N,0,-19,13,1,1,0.9,-1,88,1,2
COC(=O)Oc1ccc(/C=N/NC(=O)CN(c2ccccc2Cl)S(C)(=O)=O)cc1OC,-4,4,12,0.83,1,0.9,-13,94,13,12
Cc1cc(C)c(OCCNC(=O)c2ccccc2Sc2ccccc2C#N)c(C)c1,-10,4,19,0.65,1.1,0.8,-14,100,14,-12
O=[N+]([O-])c1nn(-c2ccc3c(c2)OCCO3)n(O)c1=Nc1ccc(Cl)cc1,5,-2,14,0.46,1,0.9,14,97,-14,9
O=C(Nc1ccon1)c1sc2ccccc2c1Cl,38,6,6,2.5,0.6,0.9,-69,123,69,-19
COc1ccccc1NS(=O)(=O)c1cccc(C(=O)N/N=C/c2ccc(OCC(=O)O)cc2)c1,-7,-13,8,1.1,1.1,0.9,12,112,-12,4
CC(C)CN(C(=O)c1ccco1)c1nc2ccccc2s1,-3,-6,-4,1.2,1,1,-5,105,5,0
CCOCCCNC(=O)c1c(N)n(-c2ccc(S(N)(=O)=O)cc2)c2nc3ccccc3nc12,-3,1,13,1,1,0.9,-11,103,11,8
CN(Cc1ccccc1)S(=O)(=O)c1ccc2c(c1)NC(=O)CC(=O)N2,0,0,2,0.87,1,1,-12,100,12,6
Cc1nc(N2CCC(C)CC2)c2c(C)c(C(=O)Nc3ccc(C(F)(F)F)cc3)sc2n1,-2,-6,24,0.82,1,0.8,-3,105,3,13
N#CCNC(=O)c1cccn1-c1ncc(C(F)(F)F)cc1Cl,-2,-11,5,1.3,1,0.9,2,100,-2,4
O=C(O)/C=C/C(=O)NCc1ccccn1,-7,1,15,1.1,1.1,0.8,-25,94,25,9

# Compounds shown so far that contain a halogen, in the order listed:
SMILES,FLuc inhib CS,TLR4 MyD88 comp,Diaph inh CS,NF-kB neuron act,FLuc stim CS,Diaphorase act,APP transl inh,STAT1 act,APP 5'UTR act,G6PDH CS
CCn1cc(CNC(=O)c2c(-c3c(Cl)cccc3Cl)noc2C)c(C)n1,-6,-1,19,1.1,1.1,0.8,-10,102,10,1
CC1(C)CC(=O)c2cc(NC(=O)c3ccc(F)cc3)c(=O)oc2C1,-6,0,1,1.2,1.1,1,-4,99,4,-1
CC1CN(c2oc(COc3ccc(Cl)cc3Cl)nc2C#N)CC(C)O1 (centres undefined),-3,-13,19,1,1,0.8,0,105,0,9
COc1ccc(OC)c(S(=O)(=O)Nc2cc(OC)c(Cl)cc2OC)c1,-6,-11,13,1,1.1,0.9,7,102,-7,9
COC(=O)CC1C(=O)NCCN1C(=O)CSc1nnnn1-c1ccc(Cl)cc1 (centres undefined),2,14,-2,0.95,1,1,-10,104,10,6
N=C(SC1CC(=O)N(c2ccc(F)cc2)C1=O)N1N=C(c2ccccc2)CC1c1ccccc1 (centres undefined),0,1,-20,1.1,1,1.2,11,95,-11,-1
O=C1C(=O)N(CCCn2ccnc2)C(c2cccnc2)/C1=C(/O)c1ccc(F)cc1 (centres undefined),2,.,11,.,1,0.9,.,.,.,-1
Cc1c(C#N)c(N=CN(C)C)c(C(=O)c2ccc(Br)cc2)n1-c1ccccc1,-8,0,5,0.92,1.1,1,-8,106,8,12
COC(=O)Oc1ccc(/C=N/NC(=O)CN(c2ccccc2Cl)S(C)(=O)=O)cc1OC,-4,4,12,0.83,1,0.9,-13,94,13,12
O=[N+]([O-])c1nn(-c2ccc3c(c2)OCCO3)n(O)c1=Nc1ccc(Cl)cc1,5,-2,14,0.46,1,0.9,14,97,-14,9
O=C(Nc1ccon1)c1sc2ccccc2c1Cl,38,6,6,2.5,0.6,0.9,-69,123,69,-19
Cc1nc(N2CCC(C)CC2)c2c(C)c(C(=O)Nc3ccc(C(F)(F)F)cc3)sc2n1,-2,-6,24,0.82,1,0.8,-3,105,3,13
N#CCNC(=O)c1cccn1-c1ncc(C(F)(F)F)cc1Cl,-2,-11,5,1.3,1,0.9,2,100,-2,4
